# PI5P4Ka inh: blocks human PI5P4K alpha kinase activity. P48426. PI5P4Kalpha enzyme, ADP-Glo luminescence, 60 min; active compounds read low. max response, %. 1.2% of 330,000 active; active = max response of -50% or lower; inconclusive = between -30% and -50%; inactive = -30% or higher; note: value at the top dose of about 77 µM; % is set by controls: 0 for no effect and ±100 for the full control effect
# Target sequence (P48426 whole entry, looked up): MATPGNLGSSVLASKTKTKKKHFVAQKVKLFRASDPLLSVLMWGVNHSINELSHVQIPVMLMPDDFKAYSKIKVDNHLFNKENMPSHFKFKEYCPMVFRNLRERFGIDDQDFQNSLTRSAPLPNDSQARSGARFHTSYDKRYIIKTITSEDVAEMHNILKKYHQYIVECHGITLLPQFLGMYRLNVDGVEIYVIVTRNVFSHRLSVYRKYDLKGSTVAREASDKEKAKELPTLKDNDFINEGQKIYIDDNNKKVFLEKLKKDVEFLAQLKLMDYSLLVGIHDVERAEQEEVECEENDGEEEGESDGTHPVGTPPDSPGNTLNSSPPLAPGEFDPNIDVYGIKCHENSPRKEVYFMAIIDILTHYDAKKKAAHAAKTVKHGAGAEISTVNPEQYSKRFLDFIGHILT
#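 Quantitative HTS of the MLSMR library against PI5P4Kalpha with substrate. ATP added last at 5 microM final; room temperature, 60 minutes. Remaining ATP depleted, ADP converted and read as luminescence.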
# PTHR1 agonist: activates the human parathyroid hormone receptor PTHR1. Q03431. HEK293 GP2 PTHR1 cells, GloSensor cAMP luminescence, 1 h. Potency, µM (highest dose often 115 µM), inactives show top-dose activation, usual class: activators. 0.075% of 410,000 active. AID 743266; note: potency is the fitted concentration of half-maximal effect; nearly all actives have a fitted effect of over 55% in size; some results filed as inactive show a strong effect at the top dose; inactives centre near -15; many of its hits are not listed in these tables
#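 HEK-293-derived GP2 cells expressing PTHR1 and a GloSensor cAMP reporter, 3,000/well, plated overnight, given luciferin plus IBMX (each 0.5 mM as added) for 1 h at 37 °C, then compound for 1 h at 37 °C. Luminescence was read after 15 min at room temperature.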
# EPAC1 antagonist: blocks human EPAC1 exchange factor; EPAC1 GEF assay, Rap1b-BODIPY-GDP exchange fluorescence; 0.14% of 360,000 active; Potency, µM (top dose mostly 115 µM), without a hit: top-dose activity change, negative = inhibition, hits mostly inhibitors;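 note: potency is the fitted concentration of half-maximal effect; plate controls were vehicle for no effect and positive control for full effect; nearly all actives have a fitted effect of over 50% in size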
# IL-2 act: activators of IL-2. IL-2 activation reporter assay, cell-based qHTS; stimulated with anti-CD3/CD4/CD28 beads; in transgenic mouse T cells. AID 652025. activation, % (series mostly up to about 46 µM). 0.065% of 360,000 active; in the data active = activation above about 50%; inconclusive = mostly about 30% to 49%; note: 0% is about no effect
#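 Unstimulated transgenic mouse T cells preincubated 60 min with compound, then stimulated with anti-CD3/anti-CD4-coated beads plus anti-CD28 for 18 h at 37 degrees C. IL-2 response read as EGFP and DsRed fluorescence by plate cytometry.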
# PLK1 PBD inh: PLK1 (human) polo-box domain binding inhibition | P53350 | Plk1 PBD binding of FITC phosphopeptide, fluorescence polarization | 2.8% of 360,000 active | Potency, µM, for the others: max response, negative = inhibition, most hits filed as inhibitors; note: potency is the fitted concentration of half-maximal effect; series mostly up to about 57 µM; % is set by controls: 0 for no effect and ±100 for the full control effect; nearly all actives have a fitted effect of over 65% in size
# Target sequence (P53350 whole entry, looked up, the tested form may be a part): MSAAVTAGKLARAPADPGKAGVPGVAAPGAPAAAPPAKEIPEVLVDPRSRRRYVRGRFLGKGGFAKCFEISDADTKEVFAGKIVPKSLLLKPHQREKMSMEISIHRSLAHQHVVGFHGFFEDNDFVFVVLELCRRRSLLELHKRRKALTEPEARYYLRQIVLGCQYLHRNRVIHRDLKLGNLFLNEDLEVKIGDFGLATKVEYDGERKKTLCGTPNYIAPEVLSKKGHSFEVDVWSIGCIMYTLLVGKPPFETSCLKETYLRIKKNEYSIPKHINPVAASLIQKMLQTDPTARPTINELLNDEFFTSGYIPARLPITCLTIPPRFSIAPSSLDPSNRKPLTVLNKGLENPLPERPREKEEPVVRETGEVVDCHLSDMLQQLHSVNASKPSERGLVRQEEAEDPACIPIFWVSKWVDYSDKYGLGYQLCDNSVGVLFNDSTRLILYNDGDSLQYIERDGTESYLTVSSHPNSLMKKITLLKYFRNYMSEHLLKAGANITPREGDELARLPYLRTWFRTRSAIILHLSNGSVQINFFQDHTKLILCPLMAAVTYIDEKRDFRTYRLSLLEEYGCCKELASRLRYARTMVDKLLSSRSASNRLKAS
# EPAC1 ag: activates human EPAC1 exchange factor; Potency, µM (highest dose often 154 µM), without a hit: at the highest dose activation, hits mostly activators; 0.073% of 360,000 active; EPAC1 agonist qHTS, biochemical assay; response scale: 100% = response to 6.5 mM cAMP; AID 720707; note: potency is the fitted concentration of half-maximal effect; nearly all actives have a fitted effect of over 60% in size
#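 Compounds were pinned as a concentration titration into mixtures of EPAC1 (100 nM), BODIPY-GDP-loaded Rap1B (250 nM) and GDP (50 uM). After 5 min at room temperature, fluorescence was followed for 30 min; activity was scaled to 6.5 mM cAMP.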
# GLP-1R inv ag: acts as inverse agonist at human GLP-1 receptor; P43220; HEK293 GLP-1R CRE-luciferase, luminescence, 24 h; GLP-1R form is constitutively active; Potency, µM (doses to about 38.3 µM), inactives show at the highest dose activity change, negative = inhibition, actives largely listed as inhibitors; 1.6% of 410,000 active; AID 624417; note: potency is the fitted concentration of half-maximal effect; % is set by controls: 0 for no effect and ±100 for the full control effect; nearly all actives have a fitted effect of over 55% in size
#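 Stable HEK293 clone (constitutively active GLP-1R + cAMP-response luciferase); 200 cells/uL plated, 12 h pre-culture, compound 24 hr, 37 deg C/5% CO2; detection reagent 12 min RT; luminescence.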
# HEK293 tox: cytotoxic in the GLP-1 receptor inverse agonist counter-screen | HEK293 cAMP-luciferase reporter cells, luminescence, 24 h | Potency, µM (series often up to 38.3 µM), for inactives: at the highest dose activity change, negative = inhibition, hits mostly inhibitors | 0.13% of 410,000 active | AID 624418;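 note: loss of luciferase light is scored as toxicity; potency is the fitted concentration of half-maximal effect; % is set by controls: 0 for no effect and ±100 for the full control effect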
#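 Quantitative HTS format, 1536 wells, 200 cells/uL seeded. Compounds: 23 nL, 24 h, 37 °C. Detection: luciferase reagent, luminescence at 12 min RT; decreased signal taken as cytotoxic.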
# GLP1R ag: agonists of human GLP-1 receptor | P43220 | HEK293 GLP-1R CRE-luciferase, luminescence, 4-6 h; cells express a hypersensitive GLP-1R form | Potency, µM (titrated, usually from 45.6 µM), inactives show at the highest dose activation, usual class: activators | 0.007% of 380,000 active; note: potency is the fitted concentration of half-maximal effect; % of control where 0% means no effect
# Starred values were filed as active, the others as inactive; i = inactive; ? = inconclusive; / = not tested or not shown; & = joins results of further samples; [ ] = dose if it differs, or a comment. Unless noted, calls come from the whole dose curve; as a rule, active = well fitted curve in the direction sought with a large enough effect; inconclusive = small, poorly fitted or top-dose-only effect, or another doubt; inactive = no such curve, though single readings can be large; an effect the other way counts as inactive or inconclusive. These rows are one share of the data; count on the stated rates, not on these rows.
SMILES,PI5P4Ka inh,PTHR1 agonist,EPAC1 antagonist,IL-2 act,PLK1 PBD inh,EPAC1 ag,GLP-1R inv ag,HEK293 tox,GLP1R ag
O=C(CSc1nc2ccccc2o1)N1CCN(c2ccccc2)CC1,2,-73%[inhibitor][57.5 µM],-21%,0.7,-7%,1%,-6%,20%,-2%
CC(=O)Nc1cccc(NS(=O)(=O)c2ccccc2[N+](=O)[O-])c1,5,i,24%,0.0,-8%,-6%,6%,4%,3%
Cc1ccc2nc(CSc3nnc4ccccn34)cc(=O)n2c1,8,-2%,11%,1.0,-3%,11%,2%,-2%,0%
O=C(Nc1cc(S(=O)(=O)N2CCOCC2)ccc1-n1cncn1)c1ccc(Cl)cc1,2,i,-11%,0.1,-11%,0%,21%,-2%,14%
COc1ccc(Cl)cc1NS(=O)(=O)c1cccc(C(=O)NCC(c2ccco2)N(C)C)c1 (configuration not stated),5,i,4%,1.1,-11%,-1%,?,4%,-5%
Cc1nn(CC(=O)Nc2cccc(C(F)(F)F)c2)c(=O)c2cccn12,-11,i,-4%,-4.0,27µM*,-6%,-21%,2%,7%
CCn1c(N)[n+](CC(=O)Nc2ccc(SC(F)F)cc2)c2ccccc21,5,i,-2%,-0.7,?,10%,?,?,5%
Cc1cc(Br)ccc1NC(=S)NCCc1ccccc1,-2,-2%,-1%,2.3,-2%,7%,?,?,7%
CC1SC(c2ccccc2Cl)NC1=O (configuration not stated),2,i,0%,0.1,-3%,-1%,-5%,17%,0%
CCCCCCc1c(C)c2ccc(OCC(=O)N3CCC[C@H]3C(=O)O)c(C)c2oc1=O,2,-12%,-12%,1.0,-23%,-24%,10%,14%,4%
O=C(O)c1ccccc1NN=Cc1ccccc1,-3,-35%[inhibitor],5%,-0.2,-4%,-5%,-7%,-1%,1%
Cc1ccc(C)c(CNS(=O)(=O)c2c(C)[nH]c(C)c2C(=O)N2CCCC2)c1,-3,-6%,-26%,-0.7,-4%,-2%,-12%,-8%,6%
Cc1ccc(C)c(NC(=O)CCC(=O)NNC(=O)c2cccs2)c1,-8,-3%,2%,3.2,-2%,5%,4%,4%,-1%
C#CCn1ccc(O)c(Cc2ccccc2)c1=O,-1,i,-2%,-2.8,3%,-3%,-3%,7%,0%
CN(/N=C\c1ccc(O)c(O)c1)c1nc(-c2ccccc2)cc(-c2ccccc2)n1,?,-5%,-8%,-1.0,-1%,19%,?,?,3%
COc1ccccc1-n1cnnc1SCC(=O)c1c[nH]c2ccccc12,-56*,-11%,5%,-2.7,27µM*,9%,-17%,2%,5%
Cc1ccc(-n2nc3c(N4CCC(C(=O)NCCc5cccs5)CC4)nnc(C)c3c2C)cc1,-11,4%,-24%,-4.8,-7%,4%,2%,-12%,-3%
CC(=O)Nc1ccc(S[C@@H](CCN2CC[C@H](O)CCC2=O)c2ccccc2)cc1,-3,-31%[inhibitor],3%,-0.9,13µM*,9%,9%,0%,9%
CC(=O)N1c2c(cc(Br)cc2S(=O)(=O)N2CCN(c3cccc(Cl)c3)CC2)CC1C (configuration not stated),/,-34%[inhibitor],/,/,/,/,1%,4%,-3%
COc1ccc(Nc2ncc(C(=O)N3CCN(c4ccccc4OC)CC3)c3ccccc23)cc1,-3,-25%&-30%,-3%,-1.5,0%,12%,?,-16%&1%,-5%&-4%
Fc1ccc(/C=N/NC(=S)Nc2cccnc2)cc1,-8,9%,-10%,-0.9,?,-8%,?,?,-3%
Cc1ccc(S(=O)(=O)N(C)CC(=O)Nc2cccc(C)n2)cc1,-2,i,-2%,-0.1,1%,6%,3%,1%,-3%
Cc1ccc(S(=O)(=O)N2C(=O)CCC2C(N)=O)cc1 (configuration not stated),-4,-15%,-13%,-0.7,-2%,-17%,18%,1%,-2%
CCN(CC)C(=O)Cn1cc(S(=O)(=O)CC(=O)Nc2ccccc2F)c2ccccc21,2,3%,1%,-0.5,-1%,-32%[inhibitor],25%,12%,4%
O=C(CCN1C(=O)c2ccccc2C1=O)c1ccccc1,1,-36%[inhibitor],7%,-3.0,-10%,0%,11%,-13%,8%
CC1CCCN(S(=O)(=O)c2ccc3c(c2)C(C)(C)C(=O)N3C)C1 (configuration not stated),-1,-49%[inhibitor],-5%,-1.3,-3%,-9%,14%,1%,-4%
NS(=O)(=O)c1ccc(NC(=O)CSc2nnc(-c3ccc(O)cc3)o2)cc1,7,-3%,16%,2.0,-2%,2%,36%[activator],4%,13%
Cc1ccccc1C(=O)NC1CCN(C(=O)NCc2ccccc2)CC1,6,-1%,3%,-2.6,?,-7%,7%,-3%,-2%
COc1cccc2cc(-c3nnc(SCC(=O)NCCc4ccccc4)n3C)oc12,5,i,13%,-2.8,-4%,4%,0%,-11%,5%
Cc1ccc(S(=O)(=O)N2CCOCC2)cc1NC(=O)COc1ccc(C(=O)c2ccccc2)cc1,0,-31%[inhibitor],10%,-0.9,-8%,13%,?,-14%,-3%
CC1=C(CC[C@@H](C)CO)OC2CC3C4CCC5CC(O)CCC5(C)C4CC(=O)C3(C)C12 (some centres not stated),5,-33%[inhibitor],-2%,-0.6,-2%,9%,?,-17%,6%
CCNc1nc(NCC)nc(N(C#N)C(C)C)n1,-3,5%,-13%,2.3,-1%,2%,129%[activator],2%,25%
Cc1ccc(C)c2c3c([nH]c12)-c1nonc1CC3,0,-9%[57.5 µM],-4%,0.0,-4%,4%,?,10%,18%
O=C(NC1CCCC1)C1C(c2ccc(C(F)(F)F)cc2)=Nc2ccccc2N1C(=O)c1ccccc1 (configuration not stated),0,-24%,-9%,-0.6,-2%,-8%,?,34%[activator],/
CC(NC(=O)c1cc2c(cc1Cl)N1CCCCCC1=NS2(=O)=O)c1ccc(S(N)(=O)=O)cc1 (configuration not stated),-2,-1%,-7%,-0.5,-2%,-6%,-2%,-3%,-1%
C/C(CCc1ccc2c(c1)OCO2)=N\NC(=O)c1ccccc1,1,i,-6%,3.1,-9%,11%,18%,-2%,3%

# Reprinted from the results shown for reference:
SMILES,PI5P4Ka inh,PTHR1 agonist,EPAC1 antagonist,IL-2 act,PLK1 PBD inh,EPAC1 ag,GLP-1R inv ag,HEK293 tox,GLP1R ag
CC(NC(=O)c1cc2c(cc1Cl)N1CCCCCC1=NS2(=O)=O)c1ccc(S(N)(=O)=O)cc1 (configuration not stated),-2,-1%,-7%,-0.5,-2%,-6%,-2%,-3%,-1%
C/C(CCc1ccc2c(c1)OCO2)=N\NC(=O)c1ccccc1,1,i,-6%,3.1,-9%,11%,18%,-2%,3%

# (continued)
SMILES,PI5P4Ka inh,PTHR1 agonist,EPAC1 antagonist,IL-2 act,PLK1 PBD inh,EPAC1 ag,GLP-1R inv ag,HEK293 tox,GLP1R ag
CSc1ncccc1C(=O)OCC(=O)N(CC(C)C)C1CCS(=O)(=O)C1 (configuration not stated),/,i,11%,-0.3,-1%,-1%,6%,5%,-11%
CCN(CC(=O)Nc1c(F)cccc1F)C(=O)Cc1ccc(OC)c(S(=O)(=O)N2CCOCC2)c1,1,i,17%,-5.3,3%,3%,10%,-1%,-6%
COc1cc(C(C)=O)ccc1OCCN1CCC(Cc2ccccc2)CC1,-2,i,15%,-2.5,-9%,4%,?,?,6%
COc1cc(OC)cc(C(=O)NNC(=S)NC2CC2)c1,-9,i,4%,-3.9,-8%,-9%,-5%,10%,0%
O=C(Nc1cc(Cl)ccc1-n1cncn1)c1ccco1,0,-22%,2%,-1.3,-15%,6%,15%,5%,1%
CCn1ccc(=N)cc1,1,-21%,4%,0.8,-4%,8%,-6%,-7%,1%
O=C(NCc1ccncc1)C(=O)NC1CC1,1,-21%,17%,0.3,-4%,2%,10%,6%,0%
O=C1C2CCCCC2C(=O)N1c1cccc(OS(=O)(=O)c2ccccc2)c1 (configuration not stated),-1,i,6%,-0.1,-5%,4%,7%,-4%,2%
CS(=O)(=O)c1ncc(Cl)c(C(=O)Nc2ccc(N3CCOCC3)cc2)n1,/,-31%[inhibitor][57.5 µM],6%,-2.1,?,4%,119%[activator],?,-3%
CCCCN(CC)C(=O)C1CCC(CNS(=O)(=O)c2cccc3nsnc23)CC1 (configuration not stated),2,i,11%,-1.1,-7%,3%,-6%&-8%,-10%&0%,-2%
Cc1cccc(NC(=S)N/N=C2/CCCCc3ccccc32)c1,-2,i,-19%,-0.5,-19%,12%,?,21%,0%
COc1cc(NC(=O)NCCN2CCN(c3ccccc3)CC2)cc(OC)c1OC,-1,-18%&-16%,-14%,-3.0,1%,-3%,7%&7%,-7%&-11%,0%
Cn1cnc2c(SCc3ccccc3)ncnc21,-7,i,-11%,0.1,3%,1%,98%[activator],3%,27%
Cc1cc(C(F)(F)F)c2c(N)c(C(=O)NC3CC3)sc2n1,0,3%,-8%,-1.7,1%,-15%,49%[activator],4%,8%
C=CCNC(=O)c1ccc(-c2nc(-c3ccccc3)cs2)cc1,0,-12%,2%,-1.8,-1%,-3%,3%,-11%,5%
O=C(NCCc1ccccc1)c1ccc2c(c1)OCO2,-1,-32%,31%[activator],-0.1,-7%,-2%,?,-6%,-7%
CC(C)[C@@H](COc1ccccc1)N1CCN(Cc2ccccc2)CCC1=O,-2,i,-8%,0.8,?,1%,-25%,0%,7%
Cc1c(C(=O)NC(Cc2ccccc2)c2nc3ccccc3[nH]2)cccc1[N+](=O)[O-] (configuration not stated),-10,-43%[inhibitor],-21%,-0.6,0%,5%,?,-18%,-6%
CCCCN(CCCC)Cc1ccc(N)cc1,/,i,12%,-2.3,1%,-4%,-2%,-1%,4%
CCC(C)[C@H](NS(=O)(=O)c1ccc(C)cc1)C(=O)N1CCC(C(=O)N2CCC(C(=O)OC)CC2)CC1 (some centres not stated),-3,0%,-7%,0.3,-11%,-15%,8%,4%,-1%
CCOc1ccc(-c2n[nH]c(C)c2-c2ccccc2OC)c(O)c1,2,-28%,-3%,-1.8,7%,14%,5µM*,?,5%
Cc1cccc(C)c1NC(=O)Cc1cccs1,?,i,5%,1.1,-9%,-3%,3%,0%,-12%
O=C(c1ccc(F)cc1)N1CCC(C(=O)N2CCN(S(=O)(=O)c3cccc([N+](=O)[O-])c3)CC2)CC1,-1,-18%,5%,-6.3,-10%,4%,15%,10%,-9%
